Screening results (PubChem BioAssay)
phage Ecoli inh = E. coli growth loss with phage present; growth absorbance; inhibition, % at 11.9 µM; 360,000 tested, 0.26% active; in the data active = inhibition above about 11%
The depositor's hits bear a star. Some of the compounds tested (hit frequency here may not be typical).

SMILES,phage Ecoli inh
O=C(NCc1ccccc1Cl)c1[nH]c(C(F)(F)F)nc1-c1ccccc1,6.0
CCCNC(=O)c1cc(C2CCCN(C(=O)c3cc(C(C)(C)C)nn3C)C2)on1 (stereo unspecified),2.5
NS(=O)(=O)c1ccc(CCNc2nn3c(-c4cccc(OC(F)(F)F)c4)cnc3s2)cc1,4.3
CC(=O)Nc1cccc(-c2ccnc3c2CC(C(=O)NCCC(F)(F)F)O3)c1 (stereo unspecified),3.1
Cc1ccc(S(=O)(=O)N2C[C@H]3C(=O)C[C@@H](c4ccccc4)N(S(=O)(=O)c4ccc(Br)cc4)[C@H]3C[C@H]2c2ccccc2)cc1,-1.9
C=CCN1C(=O)c2n[nH]c(COC)c2C1c1ccc(C)cc1 (stereo unspecified),-1.5
COc1cccc(OCc2ccc(Cn3nc(NC(=O)NCCc4ccc(OC)c(OC)c4)c4ccccc43)cc2)c1,-1.1
CCOC1=C2[C@@H](CN(S(=O)(=O)c3ccc(C)cc3)[C@H]2c2cccc3ccccc23)[C@H]2C(=O)N(Cc3ccccc3)C(=O)[C@H]2C1,3.8
C[C@@H]1CN([C@H](C)CO)C(=O)CCCn2cc(nn2)CO[C@H]1CN(C)C(=O)Nc1ccc(C(C)(C)C)cc1,5.7
Cn1cc(-c2ccc(C(=O)Nc3cccc(Oc4ccccc4)c3)c3occc23)cn1,2.2

Shown field by field: entries from further up.
O=C(NCc1ccccc1Cl)c1[nH]c(C(F)(F)F)nc1-c1ccccc1
  phage Ecoli inh: 6.0

CCCNC(=O)c1cc(C2CCCN(C(=O)c3cc(C(C)(C)C)nn3C)C2)on1 (stereo unspecified)
  phage Ecoli inh: 2.5

NS(=O)(=O)c1ccc(CCNc2nn3c(-c4cccc(OC(F)(F)F)c4)cnc3s2)cc1
  phage Ecoli inh: 4.3

CC(=O)Nc1cccc(-c2ccnc3c2CC(C(=O)NCCC(F)(F)F)O3)c1 (stereo unspecified)
  phage Ecoli inh: 3.1

3 structures already listed, ordered by number of heavy atoms, largest number first.
SMILES,phage Ecoli inh
CCOC1=C2[C@@H](CN(S(=O)(=O)c3ccc(C)cc3)[C@H]2c2cccc3ccccc23)[C@H]2C(=O)N(Cc3ccccc3)C(=O)[C@H]2C1,3.8
NS(=O)(=O)c1ccc(CCNc2nn3c(-c4cccc(OC(F)(F)F)c4)cnc3s2)cc1,4.3
C=CCN1C(=O)c2n[nH]c(COC)c2C1c1ccc(C)cc1 (stereo unspecified),-1.5

Remaining list, next part.
SMILES,phage Ecoli inh
CC(C)N1C(=O)c2ccccc2NC(=O)C1C(=O)NCc1cccc(C(F)(F)F)c1 (stereo unspecified),1.4
COCCN1C(=O)COc2ccccc2C1C(=O)Nc1c(C)cccc1C (stereo unspecified),3.6
Cc1ccccc1CN1CCN(C(=O)[C@H]2O[C@@H](n3cnc4c(N)ncnc43)[C@H](O)[C@@H]2O)CC1,-0.1
COc1ccc2c(c1)[C@@H](NC(=O)C(F)(F)F)[C@@H]1CCCC[C@]21c1ccccc1,3.4
CN(C)c1ccc(-c2ccnc3c2CC(C)(C(=O)NCCc2ccccc2)O3)cc1 (stereo unspecified),-0.3
Cc1cccc(C)c1NC(=O)C1(C)CSCC(=O)N1Cc1cccc(C(F)(F)F)c1 (stereo unspecified),2.4
COCC(=O)N1C[C@@H](C)[C@@H](OC)CN(C)C(=O)c2ccc(NC(=O)c3cnccn3)cc2OC[C@H]1C,0.2
COCCN1Cc2cc(C(=O)OC)c3c(c2C1=O)c1ccccc1n3S(=O)(=O)c1ccc(OC)cc1,3.8
COc1ccc(-c2csc(C(C)(O)c3cccnc3)n2)cn1 (stereo unspecified),0.8
Cn1nc(-c2ccccc2)cc1NC(=O)[C@@H]1O[C@H](CO)[C@H](O)[C@H](O)[C@H]1O,2.1

Next part.
SMILES,phage Ecoli inh
Cc1ccccc1-c1csc(C(C)(O)c2cccnc2)n1 (stereo unspecified),1.4
COc1ccc(C(C(=O)NC2CCCC2)n2c(C3CCN(C(C)=O)CC3)nc3ccccc32)cc1 (stereo unspecified),2.7
CCOC(=O)[C@]12CCCC=C1N(CCC1=CCCCC1)C(=O)[C@H](CC(=O)NCc1cccs1)C2,-0.6
CN1CCN(c2ccc(CNC(=O)C3(C)Cc4c(-c5ccc6c(c5)OCO6)ccnc4O3)cc2)CC1 (stereo unspecified),-0.5
CC1(Cc2ccccc2OC(F)(F)F)C(=O)Nc2ccc(-c3ccsc3)cc21 (stereo unspecified),0.2
COc1ccc(C(C)(NC(C)=O)c2nc(-c3cnc4ccccc4c3)cs2)cc1 (stereo unspecified),3.2
Cc1cccc(C)c1NC(=O)C(c1ccccc1F)n1c(=O)c(-c2cc3ccccc3[nH]2)nc2ccccc21 (stereo unspecified),0.8
CCOC(=O)[C@]12CCC=C1N(Cc1ccc3c(c1)OCO3)C(=O)[C@H](CC(=O)NCc1cccc(C(F)(F)F)c1)C2,1.6
COC(=O)[C@]12CCCCC=C1N(Cc1cccc3ccccc13)C(=O)[C@H](CC(=O)NCCc1ccccc1OC)C2,-0.9
S=C1NC[C@H](Cc2ccccc2)N1CC1CCN(CCCC2CCCCC2)CC1,4.7

Other entries follow:
SMILES,phage Ecoli inh
COc1c(C)cc(C(O)c2ncc(-c3ccc(Cl)cc3)[nH]2)cc1C (stereo unspecified),2.2
CC1(C(=O)NS(=O)(=O)C2CC2)CCCN(C(=O)c2ccc(C(F)(F)F)cc2)C1 (stereo unspecified),1.9
Cn1c(NCc2cccnc2)nc2cc(-c3cccc(C(=O)NCCO)c3)sc2c1=O,0.0
COC(=O)Cc1nnn2c1[C@H](C)[C@H](c1ccccc1[N+](=O)[O-])OCC2,3.5
COc1ccccc1CN1C(=O)C(Cc2ccccc2)ON=C1c1ncccc1C (stereo unspecified),1.2
CCc1nc2ccc(C(=O)N(C)CCCN(C)C)cn2c1N(C=O)CCC(C)C,0.7
CCCCN(C(=O)c1ccccc1Br)C(c1ccc(OC)cc1)c1nc2ccccc2[nH]1 (stereo unspecified),-0.2
Cc1cn([C@H]2C[C@H](O)[C@@H](/C=C/C(=O)NCCCc3ccccc3)O2)c(=O)[nH]c1=O,3.3
Cc1c(C(=O)NCc2cccc([N+](=O)[O-])c2)sc(=O)n1Cc1ccc(C(C)C)cc1,1.7
O=C1c2ccccc2C(c2nnnn2-c2ccc3c(c2)OCCO3)N1Cc1ccc(F)cc1 (stereo unspecified),1.6

Molecules shown so far with a tert-butyl group (2):
SMILES,phage Ecoli inh
CCCNC(=O)c1cc(C2CCCN(C(=O)c3cc(C(C)(C)C)nn3C)C2)on1 (stereo unspecified),2.5
C[C@@H]1CN([C@H](C)CO)C(=O)CCCn2cc(nn2)CO[C@H]1CN(C)C(=O)Nc1ccc(C(C)(C)C)cc1,5.7

Further entries follow.
SMILES,phage Ecoli inh
CCc1nc2c(OCc3ccc(F)cc3)cccn2c1N(C)C(=O)CC(C)C,3.1
CCOC(=O)C1=CCN(S(=O)(=O)c2ccccc2Br)C1c1cccc(Cl)c1 (stereo unspecified),1.3
CC(=O)Nc1cccc(Nc2cc(C)nn2C)c1,3.4
Cc1ccc(F)cc1C(=O)N1CCOCC1c1cc(C(=O)Nc2ccccc2)no1 (stereo unspecified),2.4
CC(O)(c1cccc(F)c1)c1nc(-c2cnc3ccccc3c2)cs1 (stereo unspecified),1.1
c1cc(-c2ccc(CN3CCOCC3)cc2)n2ccnc2c1,3.6
CCCOc1ccc(F)cc1-c1cc(C(=O)Nc2ccc(F)cc2)[nH]n1,2.5
Nc1[nH]c(C(=O)c2ccc(Br)cc2)c(-c2ccccn2)c1C(=O)NCCc1c[nH]c2ccccc12,-2.7
O=C(Cc1c[nH]c2ccccc12)Nc1ccc(Nc2cccnc2)c(-c2cc(F)cc(F)c2)c1,1.7
CSCC[C@H](CO)NC(=O)[C@H]1O[C@@H](n2cnc3c(N)ncnc32)[C@H](O)[C@@H]1O,2.4

(more compounds)
SMILES,phage Ecoli inh
COc1cccc(-c2cnc3c(NC=O)cc(-c4cccc(NC(C)=O)c4)cn23)c1,0.6
CCC(c1nnnn1-c1ccc(OC)cc1)N1CCN(C/C=C/c2ccccc2)CC1 (stereo unspecified),-0.1
CC1(C(=O)NCc2ccccc2)CSCC(=O)N1CCc1c[nH]c2ccccc12 (stereo unspecified),1.5
CS(=O)(=O)Nc1cccc(-c2cc(NC=O)c3ncc(-c4ccc(F)cc4)n3c2)c1,1.2
O=C(NCc1cccs1)c1cccc2c(-c3cccnc3)coc12,2.8
CS(=O)(=O)c1ccc(Nc2nc(C(N)CCc3ccccc3)cs2)cc1 (stereo unspecified),-1.4
O=C(Nc1ccc2c(c1)OCCO2)C(c1ccnc2ccccc12)N1CCN(C/C=C/c2ccccc2)CC1 (stereo unspecified),1.6
O=S1(=O)N[C@@H](Cc2ccccc2)COc2cccc(NCCO)c21,0.6
CC1(Cc2ccccc2OC(F)(F)F)C(=O)Nc2c(Cl)ccc(Cl)c21 (stereo unspecified),1.6
CCOc1ccccc1-c1cnc(NC)cn1,2.7

Later entries
SMILES,phage Ecoli inh
COc1ccc(S(=O)(=O)NC(=O)C2(C)CCN2C(=O)CC2CC2)cc1 (stereo unspecified),4.5
O=C(NCc1ccc(F)cc1F)[C@@H]1CCCN1C(=O)[C@@H]1CCCN1,2.3
COC(=O)C[C@H]1C=C[C@H](NC(=O)Nc2ccccc2OC)[C@@H](CO)O1,2.2
COc1ccc(Br)c(C(=O)N2CCCC2(C)C(=O)NCC(C)C)c1 (stereo unspecified),3.8
N#Cc1ccc(C(C(=O)Nc2ccc3c(c2)OCCO3)n2c(=O)c(-c3ccco3)nc3ccccc32)cc1 (stereo unspecified),3.0
CC(C)n1c(=O)c2ccccc2n1Cc1cn(-c2ccc(Cl)cc2)nn1,3.1
CCCCN1CCCCC1(C)C(=O)NCc1cccc(OC)c1 (stereo unspecified),3.0
O=S1(=O)CC(N2CCC(Cc3ccccc3)CC2)CN1C1CCCCC1 (stereo unspecified),-1.1
CNc1ccc2ncc(-c3ccccc3C(C)=O)n2n1,2.0
COc1ccc(Cl)cc1Cn1c(C)c(C(=O)NCc2cccc([N+](=O)[O-])c2)sc1=O,3.2

In the list so far, these contain a thiophene ring, fused or not:
SMILES,phage Ecoli inh
CCOC(=O)[C@]12CCCC=C1N(CCC1=CCCCC1)C(=O)[C@H](CC(=O)NCc1cccs1)C2,-0.6
CC1(Cc2ccccc2OC(F)(F)F)C(=O)Nc2ccc(-c3ccsc3)cc21 (stereo unspecified),0.2
Cn1c(NCc2cccnc2)nc2cc(-c3cccc(C(=O)NCCO)c3)sc2c1=O,0.0
O=C(NCc1cccs1)c1cccc2c(-c3cccnc3)coc12,2.8

The listing continues:
Molecule | phage Ecoli inh
O=C1OCCOC2CCCc3oc(-c4ccccc4)c1c32 (stereo unspecified) | 0.1
CN(C)CCN1CCN(C2CN(Cc3cn(Cc4ccccc4C(F)(F)F)nn3)S(=O)(=O)C2)CC1 (stereo unspecified) | 3.0
COC(=O)c1cc(=O)n(Cc2ccco2)c(=Nc2ccccc2)s1 | 1.8
NC(=O)c1cccc(Nc2nc(C(N)COCc3ccccc3)cs2)n1 (stereo unspecified) | 2.8
CC1(C(=O)Nc2cnc3ccccc3c2)CCN1Cc1ccc2ccccc2c1 (stereo unspecified) | -2.1
CC(=O)Nc1ccc(-c2noc(-c3csc([C@@H]4C[C@H](O)[C@@H](CO)O4)n3)n2)cc1 | 2.3
Cc1ccc(Cc2c(-c3ccccc3)nc3c(C)cc(Br)cn23)cc1 | 1.0
COc1ccc(-c2csc(C(O)c3ccc(F)c(F)c3)n2)cn1 (stereo unspecified) | 5.5
CCCCCCC12C(=Cc3cc4c(cc31)OCCO4)c1cc(OC)c(OC)cc1C(CC(=O)NCc1ccccc1)N2C(=O)OC (stereo unspecified) | 3.3
CCCNC(=O)N1C[C@H](O)COC[C@@H]2O[C@@H](CC(=O)NCCCN3CCOCC3)CC[C@H]21 | 0.2

Next part.
Molecule | phage Ecoli inh
CC(C)(C)NC(=O)C(c1ccncc1)n1c(=O)c(-c2ccccc2)nc2ccccc21 (stereo unspecified) | 2.5
CC1(C(=O)NS(=O)(=O)c2cccc(F)c2)CCN1C(=O)Cc1ccc(Cl)cc1Cl (stereo unspecified) | 2.6
O=C1NC[C@@H](CCCCN2C[C@H](Cc3ccccc3)N(Cc3ccccc3)C(=O)C2=O)N(Cc2ccccc2)C1=O | -0.2
COC(=O)C1(C(=O)OC)C[C@H](c2ccc(OC)cc2)N(Cc2ccccc2OC)[C@@H]1c1ccccc1 | 1.1
CCCCNC(=O)C1c2ccccc2OCC(=O)N1CCOC (stereo unspecified) | 1.4
CCOC(=O)C1(C)CCCN(C(=O)c2ccc(OC)c(OC)c2)C1 (stereo unspecified) | 2.6
O=C1NC[C@H](Cc2ccccc2)N(C[C@@H]2CCCN2C[C@H](Cc2ccc(O)cc2)N2C[C@H](Cc3ccccc3)N(CCc3ccccc3)C(=O)C2=O)C1=O | 2.8
O=C(C[n+]1cccc(C(=O)Nc2ccccc2)c1)c1ccc(Cl)cc1 | 6.9
Cc1ccc(OCCNC(=O)[C@H]2O[C@@H](n3ccc(N)nc3=O)[C@H](O)[C@@H]2O)cc1C | 0.3
COc1ccc(CNC(=O)c2sc(=O)n(Cc3ccc(S(=O)(=O)N(C)C)cc3)c2C)cc1 | 3.5

The listing continues:
Molecule | phage Ecoli inh
COc1cccc(CN2CCC2(C)C(=O)Nc2ccc(C)cc2)c1F (stereo unspecified) | 0.6
Nc1ncnc2c1ncn2[C@@H]1O[C@H](C(=O)N[C@@H](CCc2ccccc2)C(=O)N2CCCN(Cc3cccs3)CC2)[C@@H](O)[C@H]1O | 2.5
CCN(CC)C(=O)c1cccc(-c2csc(C(NC(C)=O)c3ccc(F)c(F)c3)n2)c1 (stereo unspecified) | 2.8
Cn1ccc2c(N3c4ccccc4CCc4ccccc43)cc3c(c21)C1CCC3C1 (stereo unspecified) | 3.7
COC(=O)[C@]12C[C@H](CC(=O)N3CCCCC3)C(=O)N(Cc3ccccc3)C1=C[C@H](C(C)(C)C)O[C@@H]2C | 1.5
CC(C)c1ccc(C(=O)N2CCOCC2c2cc(C(=O)Nc3ccccc3)no2)cc1 (stereo unspecified) | 0.2
CC1(C(=O)NS(=O)(=O)c2ccc(F)cc2F)CCN1C(=O)CCc1ccccc1 (stereo unspecified) | 2.4
Cc1cc(F)ccc1-c1cc(C(=O)NCc2ccc(C(F)(F)F)cc2)[nH]n1 | 4.2
CCNC(=O)N1CCN(c2ccc(N3CCN(C(=O)NCC)[C@@H](C)C3)c(C)c2)[C@H](C)C1 | 0.9
